MBD2 DNA inh – inhibitors of human MBD2 binding to methylated oligonucleotide. TR-FRET. Q9UBB5. inhibition, % at 4.4 µM. 370,000 compounds, 0.31% hits; in the data active means inhibition above about 13%
Target sequence (Q9UBB5 whole entry, looked up): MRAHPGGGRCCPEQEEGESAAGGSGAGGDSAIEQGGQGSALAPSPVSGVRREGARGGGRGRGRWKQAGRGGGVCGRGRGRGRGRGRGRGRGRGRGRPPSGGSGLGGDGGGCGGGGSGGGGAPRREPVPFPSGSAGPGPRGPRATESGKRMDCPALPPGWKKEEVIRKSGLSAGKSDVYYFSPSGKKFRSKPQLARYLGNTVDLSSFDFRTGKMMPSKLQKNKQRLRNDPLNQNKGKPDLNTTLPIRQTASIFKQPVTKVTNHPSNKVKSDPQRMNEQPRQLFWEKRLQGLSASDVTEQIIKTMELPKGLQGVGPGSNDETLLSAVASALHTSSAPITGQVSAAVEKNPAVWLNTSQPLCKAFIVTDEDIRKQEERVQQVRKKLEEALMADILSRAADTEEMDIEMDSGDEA
Tn6 DDE FP – disrupts Tn6 cyclic peptide binding to fibrin D-Dimer-E complex | P02675 | Fibrin DD(E) TRITC-Tn6 fluorescence polarization displacement | inhibition, % at 8.3 µM | 370,000 compounds, 0.21% hits;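 active means inhibition above a per-campaign cutoff: mean of compounds within control limits plus 3 SD, cut at about 15% in these data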;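 further: 0% = median of all compound wells on the plate and 100% = blocking peptide control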
Target sequence (P02675 whole entry, looked up): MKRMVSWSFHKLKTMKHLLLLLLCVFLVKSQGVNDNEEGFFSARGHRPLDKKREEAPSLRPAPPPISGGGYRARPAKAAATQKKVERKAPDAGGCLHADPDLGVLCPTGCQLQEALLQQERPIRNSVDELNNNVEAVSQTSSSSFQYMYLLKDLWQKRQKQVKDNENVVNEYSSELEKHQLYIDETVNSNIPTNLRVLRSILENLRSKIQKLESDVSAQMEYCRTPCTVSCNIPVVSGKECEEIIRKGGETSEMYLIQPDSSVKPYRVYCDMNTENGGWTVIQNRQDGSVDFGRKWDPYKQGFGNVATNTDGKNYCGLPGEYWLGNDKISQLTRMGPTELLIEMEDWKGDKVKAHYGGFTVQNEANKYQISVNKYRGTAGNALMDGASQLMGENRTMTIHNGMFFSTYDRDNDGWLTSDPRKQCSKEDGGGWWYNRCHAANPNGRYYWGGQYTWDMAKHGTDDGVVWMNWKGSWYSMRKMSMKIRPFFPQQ
ASAP1 GAP inh – inhibitors of human ASAP1 ArfGAP activity. Q9ULH1. AID 624377. inhibition, % at 16.5 µM. ASAP1-stimulated ARF1 GTP hydrolysis, GDP FP detection. 360,000 compounds, 0.19% hits; in the data active means inhibition above about 25%;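 further: 0% = vehicle with enzyme and substrate and 100% = no enzyme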
PLCg1 inh – blocks human PLC-gamma1 enzyme activity. P19174. purified PLC-gamma1, fluorogenic substrate, fluorescence. inhibition, % at 12.2 µM. 370,000 compounds, 0.84% hits. AID 720700; in the data active means inhibition above about 9.5%
ARFGAP1 inh – rat ARFGAP1 inhibition; Arfgap1-stimulated ARF1 GTP hydrolysis, GDP FP detection; Q62848; 360,000 compounds, 0.26% hits; inhibition, % at 16.5 µM; AID 651572;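 active means inhibition above a per-plate limit, mean inhibition of low control wells plus 3 SD, cut at about 25% in these data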;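 further: 0% = DMSO wells with enzyme and 100% = wells lacking Arfgap1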
Target sequence (Q62848 1-136 limits assumed): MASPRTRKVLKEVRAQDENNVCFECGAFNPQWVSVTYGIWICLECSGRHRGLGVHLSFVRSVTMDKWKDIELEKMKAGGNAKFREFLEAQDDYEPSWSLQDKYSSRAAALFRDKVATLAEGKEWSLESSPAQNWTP
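Material: truncated rat Arfgap1 GAP domain; Incubation: compound-enzyme preincubation 20 min, reaction 120 min, detection 60 min, 25 °C; Read-out: percent inhibition of Arfgap1-stimulated GTP hydrolysis; Technique: FP, GDP Alexa 633 tracer displaced from anti-GDP antibody, 620/688 nm; Controls: No-Arfgap1 wells (100%) versus DMSO full-reaction wells (0%); Replication: single well per compound.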
ADAM17 inh – inhibits human ADAM17. P78536. recombinant ADAM17, EDANS/DABCYL FRET peptide cleavage. inhibition, % at 6.95 µM. 370,000 compounds, 0.83% hits. AID 720648;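 active means inhibition above the mean of compounds lying between control limits plus 3 SD, set per campaign, cut at about 8.5% in these data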;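 further: 0% = DMSO-only wells as the low control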
UHRF1 MBD2 ctr – human UHRF1 methylated DNA binding inhibitors | Q96T88 | UHRF1 binding to methylated oligo, TR-FRET | inhibition, % at 4.4 µM | 370,000 compounds, 0.75% hits | AID 687016; in the data active means inhibition above about 21%;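 further: UHRF1 SRA domain binding a hemimethylated CpG hairpin DNA probe; 0% = median of test compound wells and 100% = reference inhibitor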
KLK7 zymogen act – activates the human kallikrein-7 zymogen | P49862 | purified proKLK7, EDANS-DABCYL substrate fluorescence; 100% is mature enzyme control, 0% vehicle | activation, % at 7 µM | 370,000 compounds, 0.9% hits | AID 652039;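 active means activation above the mean of all tested compounds plus 3 SD, computed per campaign excluding outliers beyond control limits, cut at about 13% in these data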
Tn7 DDE FP – inhibitors of Tn7 peptide binding to human fibrin DD(E); inhibition, % at 8.3 µM; AID 720508; FP displacement of FITC-Tn7 peptide from fibrin DD(E); 0% = median of compound wells per plate; P02675; 370,000 compounds, 0.13% hits;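 active means inhibition above the mean of compounds falling within the control limits plus 3 SD of them, cut at about 14% in these data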;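 further: 0% = plate median of compound wells and 100% = 10 µM Aha-Tn7 peptide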
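Assay system: human fibrin DD(E) protein / Input: 2 µM fibrin DD(E) / Benchmarks: high control of 10 µM Aha-Tn7 peptide / Measured by: fluorescence polarization of the labelled Tn7 tracer / Medium: Tris buffer with calcium and detergent, pH 7.8 / Timing: 10 min compound pre-incubation, 3 h probe incubation at room temperature / Repeats: one replicate per compound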
PLC-beta3 inh – inhibitors of human phospholipase C beta3 | Q01970 | Purified PLC-beta3, fluorogenic substrate, fluorescence | inhibition, % at 12.2 µM | 370,000 compounds, 0.18% hits | AID 720704; in the data active means inhibition above about 11%;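 further: 0% = median of compound wells on plate and 100% = full blocker control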
* hit, by the source's call; i = inactive; · = no result given. Random draw from the library (roughly 4.1% active in at least one column).

smiles	MBD2 DNA inh	Tn6 DDE FP	ASAP1 GAP inh	PLCg1 inh	ARFGAP1 inh	ADAM17 inh	UHRF1 MBD2 ctr	KLK7 zymogen act	Tn7 DDE FP	PLC-beta3 inh
O=C(CCNC(=O)c1ccccc1)NNC(=O)c1ccc(F)cc1	0	0	-1	8	-11	3	4	-0.1	0	-1
COc1cccc(CN2C(=O)CN(C3CCCCC3)C(=O)C2c2ccc(F)cc2)c1 (stereo unspecified)	4	-2	-7	0	-18	-2	-1	0.2	4	2
Cc1cccc(CCNC(=O)COc2cc(=O)n(C)c3ccccc23)c1	2	6	-1	-2	3	-4	1	0.6	3	0
COc1ccc(C=NNC(=S)NN=Cc2ccc(OC)c(OC)c2)cc1OC	3	-1	34*	-93	44*	-11	-6	-1.9	-4	-125
O=C(NC1(C(F)(F)F)C(=O)Nc2c1c(=O)[nH]c(=O)n2Cc1ccco1)C1CCCCC1 (stereo unspecified)	-3	2	4	1	6	1	3	0.0	0	2
COc1ccccc1-c1nnc(SCC(=O)Nc2ccc3[nH]c(=O)[nH]c3c2)n1N	0	-3	0	-3	-1	-4	-2	-0.1	5	-9
C=CCn1cnnc1SCC(=O)N(C1CCCCC1)C1CCS(=O)(=O)C1 (stereo unspecified)	1	0	3	3	13	-4	1	-0.3	5	1
CS(=O)(=O)N(CC(=O)NCCSC1CCCCC1)c1ccccc1	0	0	-15	1	0	-3	0	-0.2	1	1
CCCc1nnc(SCC(=O)Nc2ccc(OC)cc2)o1	-8	6	-10	3	8	0	-1	0.9	-6	-5
C=CCN1C(=O)C(CC(=O)Nc2ccc(C)cc2)SC1=Nc1c(C)n(C)n(-c2ccccc2)c1=O (stereo unspecified)	2	-1	-7	-1	0	-2	0	0.0	2	1
CCC1(CC)NC(=S)N(Nc2ccccc2)C1=O	3	-9	4	-1	4	-5	1	-0.2	9	2
CC1(C(=O)Nc2ccc3c(c2)OCCO3)CN(S(C)(=O)=O)CC(=O)N1CCCN1CCOCC1 (stereo unspecified)	3	2	-8	2	1	-3	1	0.7	5	1
O=C(Nn1c(COc2ccccc2)nc2ccccc2c1=O)C(Cl)(Cl)Cl	3	0	-5	0	-5	1	2	-0.1	-1	-5
COC(=O)C1CCCN1C(=O)COc1ccc(Cl)cc1Br (stereo unspecified)	0	5	16	2	2	2	0	0.4	-6	5
COC(=O)NCC1(C)CC(NC(=O)OC)CC(C)(C)C1 (stereo unspecified)	-3	2	-2	1	1	0	-1	-0.4	-7	0
Cn1cc(CN2CCc3ccccc3C2)c2ccccc21	-5	-1	2	-1	-11	-3	-4	0.3	0	-6
Cn1c(=O)c2c(ncn2CCC(=O)N/N=C/c2ccccc2)n(C)c1=O	2	2	-2	11*	-11	2	3	0.1	-1	11*
CC(C)OC(=O)/C(=C/c1ccc(Br)cc1)NC(=O)c1ccco1	-3	11	8	2	-2	2	-1	0.6	3	1
O=C(Nc1ccccc1C(=O)NCCCn1ccnc1)c1ccc(Cl)cc1Cl	-1	9	0	7	4	3	2	-0.1	2	0
COc1ccc(S(=O)(=O)N2CCC(NC(=O)C(Cc3cccc(OC)c3OC)NC(C)=O)CC2)cc1 (stereo unspecified)	1	-4	4	0	6	-1	-1	-0.3	-8	1
C/C=C(/C)C(=O)Nc1cccc(C2=NOC3(C2)C[C@H](C(N)=O)N(C(=O)c2ccc(Cl)cc2)C3)c1 (stereo partly specified)	2	1	3	-4	5	-2	0	0.0	5	1
Cc1cc(-c2ccccc2)cc(C)n1	0	13	5	-2	-12	-1	-1	-0.6	-3	0
COC(=O)NC1c2ccccc2Oc2ccc(C)cc21 (stereo unspecified)	8	-4	8	0	8	-4	-1	0.0	-5	0
COc1ccc(C(=O)C2CCCN(C(=O)c3cccc(N(C)C)c3)C2)cc1OC (stereo unspecified)	2	1	3	1	13	2	4	-0.7	-4	-1
Cc1nc2cc(NC(=O)Nc3ccc(Br)cc3)ccc2o1	-4	-6	6	-7	12	-6	-4	0.1	-2	-12
CC(NC(=O)CSc1ccccc1C(=O)O)C1CC2CCC1C2 (stereo unspecified)	-6	7	-4	-1	-3	-2	-1	-0.3	0	-5
Cc1cccc(-n2c(Cc3ccccc3)nnc2SCc2ccc([N+](=O)[O-])cc2)c1	-4	-2	2	2	5	3	-3	0.7	-1	4
Cc1occc1-c1nnc(SCC(=O)N(C)c2ccccc2)o1	5	3	-14	-1	-1	-6	4	0.3	5	0
CC(=O)NCCc1nc2ccccc2n1CCCCOc1ccccc1	9	4	3	0	-9	-5	0	0.4	-4	-10
CC(=O)c1cn(CC(=O)Nc2ccccc2F)c2ccccc12	-4	-7	3	2	-2	-1	0	0.6	3	0
C[C@@H]1CN(c2ccc(N3CCNC[C@H]3C)cc2C#N)CCN1Cc1ccccc1	2	-1	13	-74	1	-12	-3	2.3	4	-95
CC(C(=O)OCC(=O)Nc1ccc(S(N)(=O)=O)cc1)N1C(=O)c2ccccc2C1=O (stereo unspecified)	-2	-4	-2	7	-8	2	0	0.0	-8	10
CC(=O)N(Cc1cccnc1)Cc1cc2ccccc2[nH]c1=O	-1	-5	-4	-2	-2	-6	-1	0.7	0	-2
COc1ccc(CNC(=O)[C@@H]2CC=C[C@@H]3CCN(Cc4ccccc4)C(=O)[C@@H]32)cc1	4	-3	12	1	-1	-2	2	0.3	2	4
CNC(=O)OCCSCCS(=O)(=O)c1ccc(Cl)cc1	7	9	15	1	6	-2	3	0.0	0	-7
CC(=O)Nc1cc(C(=O)N(C)Cc2ccccc2)ccc1S(=O)(=O)c1ccc(C)cc1	-4	-2	-2	0	4	-2	-3	-0.8	-4	1
CCC/C(=N\NC(=O)c1ccc(OC)c(OC)c1)c1ccccc1	6	-3	5	-5	0	-7	-1	0.2	-12	-7
CCOc1ccc(CN(C)CC(=O)NCc2ccccc2Cl)cc1	-6	-2	6	0	2	1	0	0.2	3	2
Cc1cc(N2CCN(C)CC2)nc(N2CCOCC2)n1	2	1	-11	-1	0	-4	1	-0.7	9	-1
COC(=O)N1C/C=C\C(c2ccc(OC)cc2)N(Cc2ccc(F)cc2)C(=O)C1 (stereo unspecified)	2	-11	10	0	-7	-4	-1	-1.0	-2	0
CCS(=O)(=O)N1CCCC(C(=O)NCCCOC(C)C)C1 (stereo unspecified)	-3	2	7	2	-4	-4	-1	-0.2	3	0
CCCC12CN3CC(CCC)(CN(C1)C3C(O)C(O)C(O)CO)C2=O (stereo unspecified)	3	2	1	0	-4	-3	2	-0.1	6	1
CC(C)C[C@@H](CNCC(=O)[C@H](C)NC(=O)c1[nH]cnc1C(=O)N[C@@H](C)CN)NC(=O)c1nc[nH]c1C(=O)N[C@@H](Cc1ccccc1)C(=O)O	-4	6	0	1	2	-4	13	0.2	0	0
Cn1c(C(=O)N2COCC2(C)C)cc2c(=O)n3ccccc3nc21	-3	3	4	i	-10	i	-4	48*	-3	i
COc1cccc(CN(C(=O)c2ccccc2)C2CCS(=O)(=O)C2)c1 (stereo unspecified)	1	-2	-2	-1	0	-4	4	0.3	-2	-10
CCOc1ccc(S(=O)(=O)N/N=C2/CCCC(=O)C2)cc1	2	-7	-3	0	6	-1	5	0.5	1	0
O=C(/C=C/c1cccc2ccccc12)N1CCOCC1	-2	-3	-1	-11	4	-18	-1	0.4	0	-26
Cc1cc(OC(C)C)nc(NCc2ccccc2)n1	3	-16	6	2	3	-2	-1	-0.3	-2	4
CCCn1c(N)c(C(=O)CN(C)CC(=O)Nc2c(C)cc(C)cc2C)c(=O)[nH]c1=O	0	2	-17	0	-4	-1	0	0.2	1	-8
COC(=O)C1=C(C)N(Cc2ccco2)C(=O)C1	6	3	-10	-5	-1	-3	11	-0.2	2	-7

Of the compounds above, these have a furan ring, fused or not.
smiles	MBD2 DNA inh	Tn6 DDE FP	ASAP1 GAP inh	PLCg1 inh	ARFGAP1 inh	ADAM17 inh	UHRF1 MBD2 ctr	KLK7 zymogen act	Tn7 DDE FP	PLC-beta3 inh
O=C(NC1(C(F)(F)F)C(=O)Nc2c1c(=O)[nH]c(=O)n2Cc1ccco1)C1CCCCC1 (stereo unspecified)	-3	2	4	1	6	1	3	0.0	0	2
CC(C)OC(=O)/C(=C/c1ccc(Br)cc1)NC(=O)c1ccco1	-3	11	8	2	-2	2	-1	0.6	3	1
Cc1occc1-c1nnc(SCC(=O)N(C)c2ccccc2)o1	5	3	-14	-1	-1	-6	4	0.3	5	0
COC(=O)C1=C(C)N(Cc2ccco2)C(=O)C1	6	3	-10	-5	-1	-3	11	-0.2	2	-7

Continued:
smiles	MBD2 DNA inh	Tn6 DDE FP	ASAP1 GAP inh	PLCg1 inh	ARFGAP1 inh	ADAM17 inh	UHRF1 MBD2 ctr	KLK7 zymogen act	Tn7 DDE FP	PLC-beta3 inh
COc1cc(/C=C/C(=O)OCC(=O)Nc2ccc(C)c(S(=O)(=O)N3CCCCC3)c2)ccc1O	5	1	2	-71	7	-5	-1	-2.1	-6	-86
Cc1nc2ccc([N+](=O)[O-])cc2c(=O)n1Cc1cccc(Br)c1	3	-2	-5	2	10	0	-1	0.7	0	-7
COc1ccc(C2NC(=O)C(=O)/C2=C(\O)c2ccc(Cl)cc2)cc1OC (stereo unspecified)	0	3	-8	-5	14	0	-2	-0.4	-6	-14
Cc1cc(=O)oc2cc(OCC(=O)NCc3cccnc3)ccc12	-8	5	-4	-2	-5	-22	0	-0.7	1	-10
O=C(c1cc(F)ccc1F)N(Cc1ccccn1)CC1CCCO1 (stereo unspecified)	0	-5	·	-4	·	-4	1	-0.3	1	0
Brc1cccc(-c2nc3ccc(Br)cn3c2Cc2ccccc2)c1	2	8	11	-7	-3	-2	4	-0.6	1	-9
CCN(CC)S(=O)(=O)c1ccc2[nH]c(=O)cc(C(=O)Nc3ccc(C)cc3)c2c1	1	-2	1	-1	6	0	1	-0.6	2	-2
CC(NC(=O)c1cc2cc(Br)ccc2oc1=N)c1ccccc1 (stereo unspecified)	1	-10	-3	0	8	0	0	-0.1	1	-7
CCCCCc1c(-c2ccc(OC)cc2)ncn1CCc1ccccc1OC	-1	0	4	1	-3	4	0	-0.3	8	2
CN1C(=O)N(CC(=O)N2CCN(S(=O)(=O)Cc3ccccc3)CC2)C(=O)C12CCCCC2	1	4	3	0	-2	-1	7	0.4	1	-7

Laid out differently: entries from further up
structure: COc1ccc(C2NC(=O)C(=O)/C2=C(\O)c2ccc(Cl)cc2)cc1OC (stereo unspecified)
  MBD2 DNA inh: 0; Tn6 DDE FP: 3; ASAP1 GAP inh: -8; PLCg1 inh: -5; ARFGAP1 inh: 14; ADAM17 inh: 0; UHRF1 MBD2 ctr: -2; KLK7 zymogen act: -0.4; Tn7 DDE FP: -6; PLC-beta3 inh: -14
structure: Cc1cc(=O)oc2cc(OCC(=O)NCc3cccnc3)ccc12
  MBD2 DNA inh: -8; Tn6 DDE FP: 5; ASAP1 GAP inh: -4; PLCg1 inh: -2; ARFGAP1 inh: -5; ADAM17 inh: -22; UHRF1 MBD2 ctr: 0; KLK7 zymogen act: -0.7; Tn7 DDE FP: 1; PLC-beta3 inh: -10
